TbPYK inhibitor: inhibitors of Trypanosoma brucei pyruvate kinase. Q57TT1. TbPYK enzyme, Kinase-Glo Plus ATP luminescence, 45 min. Potency, µM (doses to about 76.8 µM), for the others: at the top dose activity, negative = inhibition, actives largely listed as inhibitors. 0.12% of 410,000 active. AID 624173; further: potency means the concentration at half of the fitted maximal effect; nearly all actives have a fitted effect of over 50% in size
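Enzyme and substrate buffer are dispensed first and compound is pin-transferred. ADP at 130 uM final then starts the reaction, which runs 45 min at room temperature. Detection reagent is added for 10 min before luminescence is imaged.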
HCMV inh: blocks human cytomegalovirus replication; 4.5% of 410,000 active; HFF cells, HCMV-luciferase reporter, 72 h; active compounds read low; AID 1259415; activity change, negative = inhibition, % at 57.5 µM; in the data active means activity change below about -60%; inconclusive means no clear call, values can overlap the other calls; inactive means above about -39%
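HFF cells seeded 16 h at 37C, treated with compounds, infected with luciferase-reporter HCMV at MOI 1 PFU/cell; luciferase read at 72 h post infection, normalized to buffer-only and Salinomycin controls.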
AmpC inh no detg: AmpC beta-lactamase inhibition without detergent | P00811 | AmpC nitrocefin hydrolysis, absorbance 480 nm, 0.0001% Triton | 0.52% of 330,000 active | Potency, µM (titrated, usually from 57.1 µM), inactives show at the top dose activity change, negative = inhibition, usual class: inhibitors;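 further: potency means the concentration at half of the fitted maximal effect; plate controls were no compound for no effect and no enzyme for full effect; nearly all actives have a fitted effect of over 20% in size; some results filed as inactive show a strong effect at the top dose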
Target sequence (P00811 whole entry, looked up): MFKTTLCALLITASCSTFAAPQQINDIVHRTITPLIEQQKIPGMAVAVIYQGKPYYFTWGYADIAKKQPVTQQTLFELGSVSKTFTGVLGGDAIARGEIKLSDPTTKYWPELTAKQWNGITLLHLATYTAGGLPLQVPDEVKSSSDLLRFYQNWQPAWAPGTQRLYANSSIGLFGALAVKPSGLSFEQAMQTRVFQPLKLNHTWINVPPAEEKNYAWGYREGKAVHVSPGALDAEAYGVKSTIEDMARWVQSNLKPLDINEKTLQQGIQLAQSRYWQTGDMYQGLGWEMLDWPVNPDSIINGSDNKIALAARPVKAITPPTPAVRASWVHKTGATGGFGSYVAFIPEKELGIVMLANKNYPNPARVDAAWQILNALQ
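AmpC (5.3 nM in the dispensed reagent) in 20 mM phosphate pH 7.0 with 0.01% (detergent screen) or 0.0001% Triton X-100 was preincubated with compounds for 15 min at room temperature. Nitrocefin was then added from an 800 uM solution, and hydrolysis was followed at 480 nm.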
AmpC inh detg: inhibitors of E. coli AmpC beta-lactamase with detergent. AmpC hydrolysis of nitrocefin, absorbance 480 nm, 0.01% Triton. Potency, µM (series often up to 114 µM), for the others: at the top dose activity change, negative = inhibition, most hits filed as inhibitors. AID 485294. P00811. 0.041% of 370,000 active;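 further: potency means the concentration at half of the fitted maximal effect; 0% = no-compound wells and -100% = no-enzyme wells; nearly all actives have a fitted effect of over 25% in size; some results filed as inactive show a strong effect at the top dose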
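AmpC (5.3 nM in the dispensed reagent) in 20 mM phosphate pH 7.0 with 0.01% (detergent screen) or 0.0001% Triton X-100 was preincubated with compounds for 15 min at room temperature. Nitrocefin was then added from an 800 uM solution, and hydrolysis was followed at 480 nm.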
LmPK inhibitor: LmPK (Leishmania mexicana) enzyme inhibition | Q27686 | purified LmPK, Kinase-Glo ATP luminescence, 1 h | 0.37% of 290,000 active | Potency, µM (series often up to 57.5 µM), for inactives: at the highest dose activity change, negative = inhibition, actives largely listed as inhibitors; further: potency means the concentration at half of the fitted maximal effect
Target sequence (Q27686 whole entry, looked up): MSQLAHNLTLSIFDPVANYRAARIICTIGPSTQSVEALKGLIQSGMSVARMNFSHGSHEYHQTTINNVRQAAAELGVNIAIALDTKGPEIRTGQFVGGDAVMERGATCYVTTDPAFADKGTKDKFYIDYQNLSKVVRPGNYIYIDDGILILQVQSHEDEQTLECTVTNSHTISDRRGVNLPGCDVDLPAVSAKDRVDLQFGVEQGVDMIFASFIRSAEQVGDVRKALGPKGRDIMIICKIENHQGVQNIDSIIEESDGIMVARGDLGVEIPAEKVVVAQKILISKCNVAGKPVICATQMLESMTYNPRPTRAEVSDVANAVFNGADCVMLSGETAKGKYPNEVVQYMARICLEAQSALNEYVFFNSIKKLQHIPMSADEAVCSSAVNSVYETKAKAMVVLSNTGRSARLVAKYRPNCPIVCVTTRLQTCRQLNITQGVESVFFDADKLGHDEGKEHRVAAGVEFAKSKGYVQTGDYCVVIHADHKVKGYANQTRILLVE
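Screened at intermediate enzyme activity to detect both inhibitors and activators: LmPK at 0.1 nM, with a 0.5 nM enzyme column as activation reference. PEP 0.5 mM, ADP 0.1 mM; ATP detected by luminescence after 1 h.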
Sm TGR block: blocks Schistosoma mansoni thioredoxin glutathione reductase; Q962Y6; purified TGR, DTNB reduction, TNB absorbance 405 nm; Potency, µM (series often up to 114 µM), without a hit: top-dose activity change, negative = inhibition, usual class: inhibitors; 3% of 360,000 active; AID 485364; further: potency means the concentration at half of the fitted maximal effect; nearly all actives have a fitted effect of over 60% in size
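Kinetic colorimetric format: TGR-catalysed, NADPH-driven DTNB reduction monitored via TNB absorbance. Enzyme dispensed at 20 nM; compound exposure 15 min at room temperature before reaction start.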
AMA1-RON2 inh: inhibitors of Plasmodium falciparum AMA1-RON2 interaction | AlphaScreen AMA1-biotinylated RON2 peptide binding | Potency, µM (series often up to 58.2 µM), for the others: at the top dose activity change, negative = inhibition, usual class: inhibitors | 0.2% of 360,000 active | AID 720542;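 further: potency means the concentration at half of the fitted maximal effect; 0% = vehicle wells and -100% = peptide control; nearly all actives have a fitted effect of over 45% in size; some results filed as inactive show a strong effect at the top dose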
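AMA1 (3D7) with his tag at 25 nM final met compounds first, then biotinylated RON2 peptide at 25 nM; detection used donor plus acceptor beads, 10 µg/mL apiece, read by AlphaScreen after 30 min at room temperature.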
Numbers without * were called inactive; u = inconclusive; x = not tested or not shown; [ ] = another dose, or the depositor's remark. Unless noted, the call rests on the fitted dose curve; in most records, active means well fitted curve in the direction sought with a large enough effect; inconclusive means small, poorly fitted or top-dose-only effect, or another doubt; inactive means no such curve, though single readings can be large; an effect the other way counts as inactive or inconclusive. Unless noted, on the % scale 0 is the no-effect control and ±100 the full control effect. Hits appear at their usual frequency, and some 7.4% of all compounds hit somewhere here.

SMILES	TbPYK inhibitor	HCMV inh	AmpC inh no detg	AmpC inh detg	LmPK inhibitor	Sm TGR block	AMA1-RON2 inh
CNC(=O)NC(=O)COC(=O)CCc1nc(=O)c2ccccc2n1C	-7%	-25	-9%	u	0%	0%	1%
CCNC(=O)COc1ccc(/C=N/NC(=O)c2cccnc2)cc1OC	5%	-3	-9%[2.29 µM]	u	0%	-8%	-13%
Cc1ccc(NC(=O)C2C3CCC(O3)C2C(=O)O)cc1Cl (stereo not given)	11%	9	-7%	-13%	-5%	-14%	-16%
Cc1n(Cc2ccccc2)c2ccccc2[n+]1Cc1ccccc1	-1%	u	-4%	u	-3%	-13%	5%
CSc1ccc(CCNC(=O)C2CCN(c3nnc(-n4cccc4)s3)CC2)cc1	1%	-19	-21%	-1%	-1%	-1%	-2%
COc1ccccc1S(=O)(=O)N(C)C[C@H]1OCc2cnnn2CCCC(=O)N([C@@H](C)CO)C[C@@H]1C	-1%	18	x	x	x	x	9%
CCOc1ccc(CNC(=O)c2ccc3nc(Cc4ccc(OC)cc4)oc3c2)cc1OC	-2%	-14	x	0%	x	2%	x
COCCCNC(=O)CC(NCCCOC)C(=O)O (stereo not given)	3%	-6	-16%	-11%	0%	-6%	-10%
O=C(CCC1CCCCC1)Nc1c2c(nn1-c1ccc(F)cc1)CS(=O)C2 (stereo not given)	-1%	13	85%[activator]	0%	3%	-23%	-20%
O=C(c1cc2cc(Cl)ccc2[nH]1)N1CCN(C(=O)c2ccco2)CC1	0%	0	63%[activator]	-2%	12%	16µM*	0%
CN(C)/N=C/c1ccc(Sc2ccc([N+](=O)[O-])cc2[N+](=O)[O-])o1	-4%	u	-17%	-16%	-7%	28µM*	-6%
CCOCCCn1c(C)nc2c(c1=O)c1nc3ccccc3nc1n2CCC1=CCCCC1	0%	u	30%	-11%	4%	-4%	12%
O=C(COc1ccc([N+](=O)[O-])cc1)NC(C(=O)O)C(O)c1cccc([N+](=O)[O-])c1 (stereo not given)	-6%	-25	-16%	6%	-2%	5%	10%
O=C1c2ccccc2C(=O)N1Cc1nc(-c2ccccn2)no1	-2%	12	x	5%	1%	12%	18%
COc1ccc(CNC(=O)C2(CC3CC(c4ccccc4)=NO3)CCNCC2)cc1 (stereo not given)	-16%	13	x	x	x	x	2%
COc1ccc(C2=CC(=O)C[C@H](c3ccc(Cl)cc3)C2)cn1	5%	14	30%	0%	x	1%	-1%
COc1ccc(-c2ccc3nncn3c2)cn1	1%	50	x	x	x	x	15%
NC(=O)c1nsc(C(=O)N(CC(=O)NC2CCCC2)c2ccc(F)c(Cl)c2)c1N	-4%	-28	24%	-5%	1%	0%	-1%
CS(=O)(=O)Nc1ccc(-c2cnc3cccnn23)cc1	1%	-64*	x	x	x	x	5%
CCN(CC)S(=O)(=O)c1cccc(C(=O)NCC2CCCCC2)c1	-7%	-37	-7%	u	1%	-1%	11%
COc1ccc(CN(Cc2ccc(C(=O)O)cc2)C(=S)Nc2ccc(C)cc2)cc1OC	-15%	-30	-6%	-7%	2%	-10%	7%
COP(=O)(OC)/C(C=O)=N/Nc1ccc([N+](=O)[O-])cc1	-4%	42	-22%	-1%	1%	-9%	18%
CC(C)c1cccc(C(C)C)c1NC(=O)COc1nncc2ccccc12	6%	u	-19%	-13%	0%	-15%	-12%
CCN(CC)C(=O)C1=C(C)N(CCCOC)C(=O)C(CC(=O)NCCN2CCOCC2)C1 (stereo not given)	2%	-21	x	x	x	x	-1%
O=C(CCCN1C(=O)/C(=C\c2ccco2)SC1=S)Nc1ccc(O)cc1C(=O)O	-16%	-38	-54%	u	9%	10µM*	-2%
Cc1nc(OCc2ccccc2)c2sc3nc4c(cc3c2n1)COC(C)(C)C4	1%	-22	-7%	-4%	5%	12%	-8%
COc1ccc(CNC(=O)Cn2cnc3c(OCc4ccccc4)ncnc32)cc1	3%	-17	-1%	x	x	x	7%
O=C(CNC(=O)c1ccc(Cl)cc1Cl)OCn1nnc2ccccc2c1=O	-6%	-1	-24%	-10%	x	u	10%
O=C(CSc1nc2ccccc2n1Cc1ccccc1)N/N=C/c1ccccc1C(=O)O	0%	-36	-52%	5%	-4%	0%	111%[activator]
Cc1cccc(Cn2c(SCc3ccc(C(=O)NC4CCCC4)cc3)nc3ccncc32)c1	11%	7	x	-3%	x	-5%	x
CC(C)CNC(=O)/C=C/C=C/c1ccc2c(c1)OCO2	-3%	65	-20%	x	x	x	-2%
Cn1c(=O)[nH]c(Nc2ccccc2)c([N+](=O)[O-])c1=O	4%	-94*	-10%	-12%	2%	13%	3%
CN(C)C(=O)c1ccc(OCC(F)(F)F)nc1	-1%	14	-9%	-5%	-6%	5%	-1%
COc1cccc(COC(=O)c2cc(S(=O)(=O)N3CCCCC3)ccc2N2CCOCC2)c1OC	3%	-4	-7%	2%	x	2%	5%
Cc1cccc(C)c1NC(=O)CN1C(=O)S/C(=C\c2cccn2C)C1=O	4%	6	3%	1%	1%	2%	9%
Cc1cccc(-n2nc(C)c3c(C(=O)O)cc(-c4cccs4)nc32)c1	-19%	-32	-7%	-9%	6%	-19%	10%
O=C(c1cccs1)N1C[C@@H](n2cc(-c3ccc(F)cc3)nn2)[C@H](O)C[C@@H]1c1ccc(Cl)cc1	8%	-12	x	x	x	x	5%
Cc1ccc(NC(=O)CN(C)c2ccc(S(=O)(=O)N3CCN(C)CC3)cn2)cc1	-8%	24	22%	u	-2%	11%	13%
O=C(Nc1ccccc1-c1nc2ccccc2[nH]c1=O)c1cccs1	-12%	10	-39%	5%	0%	-11%	-8%
CCCCC(=O)Nc1ccc(C(=O)Nc2ccc(S(=O)(=O)N3CCCC3)cc2)cc1	-8%	-10	-33%	u	-3%	-1%	5%
c1ccc2nc(N3CCCC3)c(N3CCCC3)nc2c1	1%	-7	-7%	12%	6%	13%	112%[activator]
Cc1onc(-c2ccccc2)c1C(=O)NCc1cccc(Cl)c1	1%	-26	-23%	u	5%	1%	-11%
C=CCN=C(C)C1=C(O)C(C)OC1=O (stereo not given)	0%	-24	-18%	1%	0%	1%	21%
O=C(N/N=C/c1ccc(Br)s1)c1cccs1	0%	-23	-29%	-5%	0%	-5%	4%
CCOC(=O)c1c(C)[nH]c(C(=O)COC(=O)CSCC(=O)N(CC)CC)c1C	1%	32	30%	-9%	7%	-12%	-7%
OCCNCCCOc1cc(Cl)ccc1Cl	-6%	-19	-4%	0%	2%	u	-7%
Clc1ccc(-c2nc3c4ccccc4ccn3c2Cc2ccccc2)cc1	-14%	44	x	x	x	x	14%
N=C1/C(=C\c2ccc(SCc3ccccc3)o2)C(=O)N=C2SC=NN12	-3%	-8	-35%	0%	19%	-7%	44%[activator]
CC(=O)c1ccc(N2CCN(S(=O)(=O)c3cn(C)c(C)n3)CC2)cc1	-18%	16	-5%	-13%	-8%	-20%	9%
CCOc1ccccc1N1CC(C(=O)Nc2c(C)n(C)n(-c3ccccc3)c2=O)CC1=O (stereo not given)	-4%	-23	33%	1%	-13%	-5%	0%
O=[N+]([O-])c1cccc(NC(=S)NCc2ccncc2)c1	-12%	u	-15%	-12%	0%	-27%	-6%
Cn1c(CCNC(=O)c2ccco2)nc2cc(NS(=O)(=O)c3ccccc3)ccc21	12%	-13	-22%	5%	1%	u	-9%
CCN(CC)CCOc1nnc(-c2ccc(C)cc2)c2ccccc12	-5%	-6	15%	3%	-5%	1%	1%
Cc1cc(C)nc(NS(=O)(=O)c2ccc(Br)cc2)n1	-8%	12	-13%	u	4%	-8%	-9%
Nc1cc(C(=O)O)ccc1N1CCCCC1	-4%	-19	-27%	u	8%	-28%	-10%
CCOCCCNC(=S)NC1CC2CCC(C1)N2Cc1ccccc1 (stereo not given)	0%	16	-25%	2%	-6%	-1%[57.1 µM]	4%
Cc1ccc2[nH]cc(CCNC(=O)c3ccc4c(c3)OCO4)c2c1	0%	5	-29%	-8%	5%	0%	-17%
CCN(CC)C(=O)C(C)OC(=O)c1ccc(O)cc1 (stereo not given)	-3%	35	-2%	-6%	-1%	-7%	2%
C[C@H]1CN([C@@H](C)CO)C(=O)c2cc(-c3cccc(C(=O)N(C)C)c3)cnc2O[C@H]1CN(C)C(=O)Cc1ccccn1	-12%	17	x	x	x	x	-7%
CC(SC(C)C(=O)NN=Cc1ccc(F)cc1)C(=O)NN=Cc1ccc(F)cc1 (stereo not given)	-3%	-11	x	x	x	x	-6%

Other structures follow:
SMILES	TbPYK inhibitor	HCMV inh	AmpC inh no detg	AmpC inh detg	LmPK inhibitor	Sm TGR block	AMA1-RON2 inh
COc1ccc(/C=N/Nc2nnc(C)n2N)cc1OC	1%	-61*	-13%	3%	-1%	-4%	61%[activator]
CC1CCN(S(=O)(=O)c2ccc3c(c2)oc(=O)n3CC(=O)O)CC1	2%	-15	x	-7%	x	2%	x
Cc1cc(NC(=O)C2CCCN(S(=O)(=O)c3cnc[nH]3)C2)ccc1Br (stereo not given)	-4%	-3	-16%	u	8%	-4%	-6%
CCOC(=O)c1cc2c(=O)n3ccccc3nc2n(CC(C)C)c1=NC(=O)COc1ccc(Cl)cc1	0%	13	x	1%	x	2%	x
COc1ccc(-c2[nH]ncc2CN2CCCN(c3ccccc3)CC2)c(F)c1	-3%	-27	4%	0%	3%	-34%	-14%
CCOC(=O)COc1ccccc1/C=C\[N+](=O)[O-]	u	x	-9%	u	2%	11µM*	-13%
CN1C(=O)C(=Cc2coc3ccccc3c2=O)C(=O)N(C)C1=O	u	14	-10%	6%	0%	10µM*	-3%

Bioassay records from PubChem BioAssay.
